# GASC-1 inh: human JMJD2C demethylase inhibition | inhibition, % at 2.35 µM | GST-JMJD2C(1-420) H3K9me3 demethylation, DELFIA europium | AID 2099 | 330,000 compounds, 0.069% hits | Q9H3R0;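 active means more than half of a compound's replicate wells show inhibition beyond 50%, single wells judged on their own value; inconclusive means some, but no more than half, of replicates pass 50% inhibition; inactive means no replicate passes 50% inhibition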;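 further: signal counts dimethyl H3K9 product captured on neutravidin plate; 0% = median of DMSO wells and 100% = 0.3 times that DMSO median; strong numbers were not always called active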
# Target sequence (Q9H3R0 1-420 limits assumed): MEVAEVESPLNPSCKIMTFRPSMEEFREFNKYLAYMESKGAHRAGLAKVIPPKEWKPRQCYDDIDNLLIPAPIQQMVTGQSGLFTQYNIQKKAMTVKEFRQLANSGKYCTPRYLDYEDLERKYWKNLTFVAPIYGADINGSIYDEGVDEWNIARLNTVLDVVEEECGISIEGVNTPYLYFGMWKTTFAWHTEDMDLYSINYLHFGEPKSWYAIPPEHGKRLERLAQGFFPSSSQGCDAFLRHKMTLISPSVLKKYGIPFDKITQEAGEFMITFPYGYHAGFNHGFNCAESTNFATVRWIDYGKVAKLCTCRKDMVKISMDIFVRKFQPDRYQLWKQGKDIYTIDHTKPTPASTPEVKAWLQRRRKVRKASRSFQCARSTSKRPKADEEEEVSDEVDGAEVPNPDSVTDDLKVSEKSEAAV
# Efflux pump inh: inhibitors of Candida antifungal efflux pumps expressed in yeast. S. cerevisiae Candida pump triplex, Nile Red efflux. inhibition, % at 10 µM. 330,000 compounds, 0.44% hits;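 active means plate passing quality check with inhibition over a set limit, or well fluorescence over plate mean plus 4 SD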;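 further: Nile Red retained in pooled yeast measured as flow cytometry median fluorescence; 0% = buffer negative control and 100% = Enniatin B positive control; higher means more Nile Red kept so more efflux inhibition; some compounds called inactive have numbers as strong as hits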
# PREPL inhibitor: inhibitors of human prolyl oligopeptidase-like enzyme PREPL; Q4J6C6; recombinant PREPL, fluorescence polarization activity-based probe; inhibition, % at 5.96 µM; 320,000 compounds, 0.68% hits; in the data active means inhibition above about 43%;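 further: 0% = enzyme with DMSO and 100% = wells lacking enzyme; many of its hits are not listed in these tables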
# Numbers without * were called inactive; i = inactive; ? = inconclusive; · = no result given; & = joins results of further samples. A portion of the library; count on the stated rates, not on these rows.
# Under each structure – Efflux pump inh	PREPL inhibitor	GASC-1 inh
> c1ccc(-c2ccc(-c3n(-c4ccccn4)c4ccccc4[n+]3-c3ccccn3)cc2)cc1
  ·	·	i
> CCCCN1C(=O)/C(=C/C=C/c2ccco2)C(=O)NC1=S
  ·	·	-4
> Nc1ccccc1C(=O)OCC(=O)N1CCc2ccccc21
  ·	·	21
> CCOC(=O)c1c(N)n(Cc2ccc(OC)cc2)c2nc3ccccc3nc12
  ·	·	-36
> O=c1oc2ccccc2c(O)c1C(c1ccc([N+](=O)[O-])cc1)c1c(O)c2ccccc2oc1=O
  ·	·	63
> N[C@@H](Cc1c[nH]c2ccccc12)c1nnc(SCc2ccc(F)cc2)o1
  ·	·	-9
> Cc1cc2c(C(C)C)c(O)c(O)c(C=O)c2c(O)c1-c1c(C)cc2c(C(C)C)c(O)c(O)c(C=O)c2c1O
  ·	·	?
> O=c1[nH]sc2cc(F)ccc12
  ·	·	-9
> C1CNC2NCCNC2N1 (stereo unspecified)
  ·	·	-6
> CN1/C(=C\C=C2C(=O)NC(=S)NC2=O)C(C)(C)c2ccccc21
  ·	·	13
> COc1cccc(-c2nn(CCC#N)cc2C(=O)Nc2ccccc2Cl)c1
  0.1	·	8
> O=C(C[N+]12CCC(CC1)C(O)C2)c1ccc(Br)cc1 (stereo unspecified)
  0.1	·	9
> COc1ccc(-c2nn(CCC#N)cc2C(=O)Nc2cccc([N+](=O)[O-])c2)cc1OC
  0.1	·	-5
> CCOc1ccc(C(C)=O)cc1Cn1ccsc1=N
  0.0	·	3
> O=[N+]([O-])c1ccccc1CN1CC=C(c2ccc(F)cc2)CC1
  0.2	·	3
> CN1CCN(Cc2cc(=O)n3ccsc3n2)CC1
  1.5	·	19
> COc1ccc(CN2CCNCC2)cc1
  0.0	·	9
> C#CC1(O)CCC2C3CCC4=C/C(=N/OCC(=O)NCC(=O)NC(C(=O)O)C(C)C)CC[C@]4(C)C3CC[C@@]21C (stereo partly specified)
  0.1	·	2
> Cc1cccc(C)c1N1CCN(c2c(C)cccc2C)CC1
  0.1	·	0
> CCOc1ccc(C(C)=O)cc1Cc1c(O)[nH]c(=S)[nH]c1=O
  0.0	·	-4
> O=c1ccc2cc3ccoc3c(O)c2o1
  0.3	12	·
> N#CCCCCC#N
  0.3	10	·
> C[C@]12CCC3C(CC[C@H]4C[C@@H](O)[C@H](O)C[C@]34C)C1CC[C@@H]2O (stereo partly specified)
  0.1	9	·
> CC(=O)N[C@@H]1CC[C@@]2(O)[C@H]3Cc4ccc(O)c5c4[C@@]2(CCN3CC2CC2)[C@@H]1O5
  0.0	0	·
> CCCCNC(C)Cc1ccccc1 (stereo unspecified)
  -0.1	12	·
> CN1CC[C@]23c4c5ccc(O)c4OC2C(O)C=CC3[C@H]1C5 (stereo partly specified)
  0.1	-4	·
> CCC1(c2ccccc2)C(=O)NC(=O)NC1=O
  0.4	12	·
> CC(C)CC(N(C)C)C1(c2ccc(Cl)cc2)CCC1 (stereo unspecified)
  0.1&-0.2	8&-3	·
> COC1=CC=C2[C@H]3Cc4ccc(OC)c5c4[C@@]2(CCN3C)C1O5 (stereo partly specified)
  0.3	5	·
> C=CCN1CC[C@]23c4c5ccc(O)c4OC2C(O)CC[C@@]3(O)[C@H]1C5 (stereo partly specified)
  -0.3	8	·

# Continued, overlapping the part above by two compounds.
# Under each structure – Efflux pump inh	PREPL inhibitor	GASC-1 inh
> COC1=CC=C2[C@H]3Cc4ccc(OC)c5c4[C@@]2(CCN3C)C1O5 (stereo partly specified)
  0.3	5	·
> C=CCN1CC[C@]23c4c5ccc(O)c4OC2C(O)CC[C@@]3(O)[C@H]1C5 (stereo partly specified)
  -0.3	8	·
> COC(=O)[C@@H](c1ccccc1)C1CCCCN1 (stereo partly specified)
  -0.2	3	·
> CN1CC[C@]23c4c5ccc(OC6OC(C(=O)O)[C@@H](O)C(O)[C@H]6O)c4OC2C(O)C=CC3[C@H]1C5 (stereo partly specified)
  -0.1	12	·
> COC(=O)C1=C(c2ccc(F)cc2OCc2ccccc2)C[C@@H]2CC[C@H]1N2C(=O)N1CCC(O)(c2ccc(Cl)cc2)CC1
  0.2	11	·
> N[C@@H]1CC[C@@]2(O)[C@H]3Cc4ccc(O)c5c4[C@@]2(CCN3CC2CC2)C1O5 (stereo partly specified)
  -0.2	18	·
> O=C/C=C/c1ccccc1
  0.1	17	·
> Oc1ccc2c3c1OC1[C@H](O)CC[C@@]4(O)[C@@H](C2)N(CC2CC2)CC[C@]314 (stereo partly specified)
  -0.1&0.2	16&3	·
> CCC(=O)OC(Cc1ccccc1)(c1ccccc1)[C@H](C)CN(C)C (stereo partly specified)
  -0.2	17	·
> C[C@]12CC[C@H](OC(=O)CCC(=O)O)CC1=CCC1C2CC[C@@]2(C)C1CC[C@@H]2OC(=O)CCC(=O)O (stereo partly specified)
  -0.2	3	10
> C[C@]12CCC3C(CC[C@H]4C[C@@H](O)CC[C@]34C)C1C/C(=N/O)[C@@H]2O (stereo partly specified)
  0.0	2	-10
> C[C@]12CCC3C(CC[C@H]4CC(=O)CC[C@]34C)C1CCC2=O (stereo partly specified)
  0.3	-1	-4
> C=C1[C@H]2CC[C@H]3[C@]4(C)C[C@H](O[C@@H]5OC(CO)[C@@H](OSOOO)[C@H](OS(=O)(=O)O)[C@H]5OC(=O)CC(C)C)C[C@@H](C(=O)O)[C@H]4CC[C@]3(C2)[C@H]1O (stereo partly specified)
  0.0	5	19
> C=C(C=O)C[C@@H]1C[C@H](O)C2OC3C[C@]4(C)OC5/C=C\CC6OC7C(CC=CCC6OC5CCCC4OC3CC2O1)OC1CC2OC3CC(=O)OC3C[C@@H](C)C[C@@]2(C)OC1C[C@@H]7C (stereo partly specified)
  50*	7	2&45
> CCOC(=O)[C@@H]1[C@H]2COc3ccc(Br)cc3[C@H]2N2C(=O)N(c3cccc(C)c3)C(=O)[C@]12C
  -0.2	-49	-1
> C[C@]12CCC3C(C1CCC2=O)[C@H](O)C[C@H]1C[C@@H](O)CC[C@]31C (stereo partly specified)
  0.0	7	0
> CC(=O)O[C@@H]1CC[C@]2(C)C3CC[C@@]4(C)C(C[C@@H](O)[C@@H]4O)C3[C@@H](OC(C)=O)C[C@H]2C1 (stereo partly specified)
  -0.1	13	6

# Next part; the last three above are carried over.
# Under each structure – Efflux pump inh	PREPL inhibitor	GASC-1 inh
> CCOC(=O)[C@@H]1[C@H]2COc3ccc(Br)cc3[C@H]2N2C(=O)N(c3cccc(C)c3)C(=O)[C@]12C
  -0.2	-49	-1
> C[C@]12CCC3C(C1CCC2=O)[C@H](O)C[C@H]1C[C@@H](O)CC[C@]31C (stereo partly specified)
  0.0	7	0
> CC(=O)O[C@@H]1CC[C@]2(C)C3CC[C@@]4(C)C(C[C@@H](O)[C@@H]4O)C3[C@@H](OC(C)=O)C[C@H]2C1 (stereo partly specified)
  -0.1	13	6
> C[C@]12CC[C@H](O)CC1=CCC1C2CC[C@]2(C)C(=O)[C@H](Br)CC12 (stereo partly specified)
  0.0	7	1
> Cc1cc(OCC(=O)N2CCN(CC(=O)N3CCOCC3)CC2)c(C(C)C)cc1Cl
  -0.1	10	-1
> COc1ccc(S(=O)(=O)N2CCOCC2)cc1NC(=O)COC(=O)Cc1ccccc1
  0.0	1	-5
> C[C@]12CCC(=O)C=C1CCC1C2CC[C@@]2(C)C1CC[C@@H]2O (stereo partly specified)
  0.0	18	-3
> CC(=O)[C@H]1CCC2C3CC[C@H]4C[C@@H](O)CC[C@]4(C)C3CC[C@@]21C (stereo partly specified)
  0.0	7	6
> COCCO[C@H]1CCC2C3CC=C4C[C@@H](O)CC[C@]4(C)C3CC[C@@]21C (stereo partly specified)
  0.0	7	0
> C[C@]12CCC3C(CC[C@H]4C[C@@H](O)CC[C@]34C)C1CC[C@@H]2OC(=O)[C@H](N)CCCCN (stereo partly specified)
  0.3	9	-6

# Exported bar-delimited: part of the list above
molecule | Efflux pump inh | PREPL inhibitor | GASC-1 inh
C[C@]12CCC3C(CC[C@H]4C[C@@H](O)CC[C@]34C)C1CC[C@@H]2OC(=O)[C@H](N)CCCCN (stereo partly specified) | 0.3 | 9 | -6
COCCO[C@H]1CCC2C3CC=C4C[C@@H](O)CC[C@]4(C)C3CC[C@@]21C (stereo partly specified) | 0.0 | 7 | 0
COc1ccc(S(=O)(=O)N2CCOCC2)cc1NC(=O)COC(=O)Cc1ccccc1 | 0.0 | 1 | -5
C[C@]12CC[C@H](O)CC1=CCC1C2CC[C@]2(C)C(=O)[C@H](Br)CC12 (stereo partly specified) | 0.0 | 7 | 1
C[C@]12CCC(=O)C=C1CCC1C2CC[C@@]2(C)C1CC[C@@H]2O (stereo partly specified) | 0.0 | 18 | -3
CC(=O)[C@H]1CCC2C3CC[C@H]4C[C@@H](O)CC[C@]4(C)C3CC[C@@]21C (stereo partly specified) | 0.0 | 7 | 6
Cc1cc(OCC(=O)N2CCN(CC(=O)N3CCOCC3)CC2)c(C(C)C)cc1Cl | -0.1 | 10 | -1

# High-throughput results: PubChem BioAssay, several laboratories
